Compound activity deposited in PubChem by National Center for Advancing Translational Sciences (NCATS).
D3 ag = agonists of human D3 dopamine receptor; P35462; D3R DiscoveRx beta-arrestin cells, luminescence, 90 min; max activation, %; 410,000 tested, 0.58% active; AID 652048; in the data active = max activation above about 30%; also: 0% is about no effect; mostly tested at two doses, the higher about 12 µM
Target sequence (P35462 whole entry, looked up): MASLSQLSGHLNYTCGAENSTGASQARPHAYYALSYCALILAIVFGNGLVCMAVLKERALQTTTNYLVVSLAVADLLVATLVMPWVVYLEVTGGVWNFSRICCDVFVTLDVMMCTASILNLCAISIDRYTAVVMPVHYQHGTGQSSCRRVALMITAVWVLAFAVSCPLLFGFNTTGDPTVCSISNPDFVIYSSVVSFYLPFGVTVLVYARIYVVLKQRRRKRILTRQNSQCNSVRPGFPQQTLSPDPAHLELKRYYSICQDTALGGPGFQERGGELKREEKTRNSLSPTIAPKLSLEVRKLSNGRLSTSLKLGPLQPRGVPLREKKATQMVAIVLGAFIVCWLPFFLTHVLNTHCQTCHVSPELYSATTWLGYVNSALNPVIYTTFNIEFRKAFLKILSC
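Agonist mode: compounds and dopamine controls were applied to plated cells for 90 min at 37 degrees C after an overnight attachment at 1500 cells/well. Luminescent read-out followed 30 - 60 minutes at room temperature with DiscoveRx detection reagent.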
PTHR1 agonist = PTHR1 (human) receptor agonism; HEK293 GP2 PTHR1 cells, GloSensor cAMP luminescence, 1 h; Potency, µM (doses to about 115 µM), for the others: top-dose activation, most hits filed as activators; 410,000 tested, 0.075% active; Q03431; active = well fitted activation curve with a large enough effect; inconclusive = small, poorly fitted or top-dose-only effect, or another doubt; inactive = no such curve, though single readings can be large or run the other way; also: potency is read from the fitted curve at half-maximal effect; nearly all actives have a fitted effect of over 55% in size; some results filed as inactive show a strong effect at the top dose; inactives centre near -15; many of its hits are not listed in these tables
Target sequence (Q03431 whole entry, looked up): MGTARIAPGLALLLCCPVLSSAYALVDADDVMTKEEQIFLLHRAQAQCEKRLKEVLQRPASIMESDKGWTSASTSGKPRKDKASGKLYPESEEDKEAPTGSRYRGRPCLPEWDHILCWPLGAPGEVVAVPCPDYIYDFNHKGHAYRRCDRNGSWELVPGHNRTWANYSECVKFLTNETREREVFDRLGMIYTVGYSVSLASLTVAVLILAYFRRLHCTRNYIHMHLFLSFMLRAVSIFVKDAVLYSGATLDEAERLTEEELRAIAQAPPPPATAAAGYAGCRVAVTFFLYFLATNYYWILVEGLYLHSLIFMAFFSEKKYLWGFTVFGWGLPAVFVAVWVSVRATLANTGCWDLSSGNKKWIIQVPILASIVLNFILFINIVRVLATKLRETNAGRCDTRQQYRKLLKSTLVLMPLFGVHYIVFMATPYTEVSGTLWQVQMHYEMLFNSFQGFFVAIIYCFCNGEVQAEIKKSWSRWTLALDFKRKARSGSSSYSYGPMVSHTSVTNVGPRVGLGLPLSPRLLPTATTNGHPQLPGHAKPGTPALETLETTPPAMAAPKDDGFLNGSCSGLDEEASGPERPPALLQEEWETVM
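HEK-293-derived GP2 cells expressing PTHR1 and a GloSensor cAMP reporter, 3,000/well, plated overnight, given luciferin plus IBMX (each 0.5 mM as added) for 1 h at 37 °C, then compound for 1 h at 37 °C. Luminescence was read after 15 min at room temperature.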
* = called active by the depositor; i = inactive; ? = inconclusive; [ ] = another dose, or the depositor's remark. This is a subset, so the mix of outcomes need not match the whole.

| SMILES | PTHR1 agonist | D3 ag |
| --- | --- | --- |
| COCCn1c(SCC(=O)c2c[nH]c3ccccc23)nc2cc(C(=O)NCC(C)C)ccc2c1=O | i | 6.0 |
| COc1cc(OC)c(NC(=O)c2oc3ccc4c(c3c2C)C(=O)CC(C)(C)O4)cc1Cl | -25.7% | 0.9 |
| CCc1c(C)sc2c1CCN(Cc1cccc(F)c1)C2c1ccccc1 (stereo unspecified) | -34.0%[inhibitor] | 1.9 |
| COc1ccccc1OCCCn1c(C2CC(=O)N(c3ccc(F)cc3)C2)nc2ccccc21 (stereo unspecified) | -32.3% | 0.3 |
| COc1ccc(Oc2nc3c(c(=O)n(Cc4ccc(Br)cc4)c(=O)n3C)n2C)cc1 | -30.6% | 3.8 |
| COc1ccc(Cl)cc1S(=O)(=O)Nc1cccc(-c2ccc(N3CCCC3)nn2)c1 | -24.5% | 24.5 |
| CCn1c(=O)c2cc(C(=O)NCCc3ccc(Cl)cc3)sc2c2ccccc21 | i | -6.3 |
| O=C(COCc1cc(-c2cccs2)on1)Nc1ccc(OC(F)(F)F)cc1 | i | -11.0 |
| Cc1ccc(OCC(=O)Nc2ccc3nn(-c4ccc(Cl)cc4)nc3c2)cc1 | i | 3.0 |
| Cc1cc(C)c(NS(=O)(=O)c2ccc(-c3cnc(C4CC4)o3)cc2)c(C)c1 | i | -18.2 |
| Cc1ccc(S(=O)(=O)c2nc(S(=O)(=O)c3ccc(C)cc3)c(NCCCOC(C)C)s2)cc1 | i | -4.7 |
| COc1ccc(N(CC(=O)NC(C)c2ccccc2)S(=O)(=O)c2c(C)nn(C)c2C)cc1 (stereo unspecified) | -11.4% | -3.1 |
| CCC(=O)N1CCc2cc(S(=O)(=O)NC(Cc3ccccc3)C(=O)NCc3ccccc3OC)ccc21 (stereo unspecified) | -19.0% | 5.1 |
| COc1ccc(-c2cc(C(F)(F)F)nc(SCCC(=O)Nc3ccccc3F)n2)cc1 | i | -3.0 |
| COc1ccc(CCNC(=O)CCn2c(=O)c3cccn3c3ccc(F)cc32)cc1OC | i | -16.0 |

Next part.
| SMILES | PTHR1 agonist | D3 ag |
| --- | --- | --- |
| CCOc1ccc(CCNC(=O)c2ccc3c(c2)N(Cc2ccc(C)cc2)CCS3)cc1 | i | -14.2 |
| CCCc1cc(=O)[nH]c(Nc2ccc(OCC)cc2)n1 | -25.4% | 2.0 |
| CN(C)CCN(Cc1ccccc1)S(=O)(=O)c1ccc(-c2cc(C(F)(F)F)on2)s1 | i | -21.0 |
| CCOCCCNC(=O)C1CCCN(c2ncnc3onc(C)c23)C1 (stereo unspecified) | i | 5.2 |
| CC(C)CCn1c(=O)c2sccc2n2c(CCCC(=O)NC3CCC(C)CC3)nnc12 (stereo unspecified) | 17.4% | -19.0 |
| O=C(NCCC1=CCCCC1)c1ccc2c(c1)N(Cc1ccccc1F)C(=O)c1ccccc1S2=O (stereo unspecified) | -12.4% | -11.7 |
| CCN(CC)S(=O)(=O)c1ccc(C(=O)NCCSc2c(-c3ccccc3)[nH]c3ccccc23)cc1 | -49.7%[inhibitor] | -4.8 |
| Cc1ccc(CNc2cc(C)nc3nc(-c4cccc(C)c4)nn23)cc1 | -24.0% | -1.4 |
| COCCCn1c(SCC(=O)Nc2ccc(F)cc2)nc2c(sc3ccccc32)c1=O | -22.3% | -19.3 |
| CCc1ccc(NC(=O)c2cc(C(C)=O)n3ccccc23)cc1 | i | -12.3 |
| CCCOc1cccc(C(=O)Nc2cc(-c3nc4ccccc4[nH]3)ccc2C)c1 | i | 6.8 |
| CCOc1ccc2nc(N3CCCC(C(=O)NCCc4ccc(Cl)cc4)C3)sc2c1 (stereo unspecified) | i | 6.5 |
| Cc1ccc(-n2nc(C)c3c(C)cc(=O)n(CC(=O)NCc4ccc(OC(C)C)cc4)c32)cc1 | 4.2% | 4.5 |
| COc1ccc(C2c3c(oc4ccccc4c3=O)C(=O)N2c2nc(C)c(C)s2)cc1 (stereo unspecified) | i | -5.2 |
| Cc1cc2c(cc1C)NC(CC(=O)Nc1cccc(C)c1C)C(=O)N2 (stereo unspecified) | i | -0.8 |

The list continues.
| SMILES | PTHR1 agonist | D3 ag |
| --- | --- | --- |
| O=C(Nc1cccc(Br)c1)c1cc(-c2ccc3c(c2)OCCO3)on1 | i | -20.8 |
| CNC(=O)c1ccc(NC(=O)c2nsc3ccccc23)cc1 | -28.0% | 7.9 |
| CCN(CC)CCCNC(=O)c1ccc(Cn2c(=O)[nH]c3cc(OC)c(OC)cc3c2=O)cc1 | i | -13.0 |
| Cc1ccc(NCc2cccn2-c2nnc(N3CCC(C(=O)NCCc4ccc(Cl)cc4)CC3)s2)cc1 | -5.1% | 1.2 |
| Cc1ccccc1-c1noc(-c2ccccc2OCC(=O)Nc2cccc([N+](=O)[O-])c2)n1 | 3.7% | -3.6 |
| CCOc1ccc(CNS(=O)(=O)c2c(C(=O)N3CCC(C)CC3)c(C)n(C)c2C)cc1OC | i | 5.9 |
| CCC(=O)Nc1ccc2nc(SCC(=O)N3CCc4ccccc43)sc2c1 | -3.8% | -14.5 |
| CCOc1ccc(Nc2c(S(=O)(=O)c3ccc(C)cc3)cnc3ccccc23)cc1 | -7.1% | -12.6 |
| CCCCn1c(NCc2cc(Cl)ccc2O)nc2ccccc21 | -21.1% | -0.5 |
| CC(=O)c1cccc(NC(=O)Cn2cnc3c2c(=O)n(C)c(=O)n3C)c1 | -18.5% | -4.7 |
| Cc1ccc(F)cc1NC(=O)Cn1c(C)cc(C)c(C#N)c1=O | ? | 2.9 |
| Cc1cc(C)c(S(=O)(=O)Nc2ccc3oc(C)c(C(=O)OC(C)C)c3c2)cc1C | -5.5% | 15.6 |
| Cc1ccc(Cl)cc1Nc1sc(C(=O)c2ccccc2)c(N)c1S(=O)(=O)c1ccccc1 | -24.0% | 9.9 |
| CCCCCCOc1ccc(C2C(=O)N(C3CCCCC3)CC(=O)N2C2CCCCC2)cc1 (stereo unspecified) | -19.7% | 8.8 |
| O=C(Nc1cccc(Cl)c1)c1ccc2c(c1)CCN2S(=O)(=O)c1ccccc1 | -16.8% | -0.2 |

Later entries:
| SMILES | PTHR1 agonist | D3 ag |
| --- | --- | --- |
| COc1cc(CN(C(=O)c2cccc(C)c2)c2ccccn2)cc(OC)c1OC | i | 3.7 |
| Cc1ccc(N2C(=O)CS(=O)(=O)C23C(=O)N(Cc2ccccc2C)c2ccccc23)cc1Cl (stereo unspecified) | i | -1.0 |
| COc1cc(NC(=O)C(CC(C)C)NS(=O)(=O)c2ccc3c(c2)CCCC(=O)N3)cc(OC)c1 (stereo unspecified) | i | 4.6 |
| Cc1nn2c(=O)cc(COC(=O)c3ccc(NC(=O)c4cccc(Br)c4)cc3)nc2s1 | i | -10.0 |
| CCn1cc(S(=O)(=O)c2ccccc2)c(=O)c2cc(F)c(F)cc21 | -6.9% | 6.7 |
| O=C(c1cccn1-c1nnc(N2CCCCC2)s1)N1CCN(c2ccc(Cl)cc2)CC1 | -42.1%[inhibitor] | -2.2 |
| COc1ccc(S(=O)(=O)NCC(c2ccc(N(C)C)cc2)N2CCCC2)cc1 (stereo unspecified) | i | -11.5 |
| CCOc1cc2[nH]c(=O)n(CCCCC(=O)N3CCN(c4ccc(OC)cc4)CC3)c(=O)c2cc1OCC | -3.5% | 1.4 |
| Cc1ccc(C)c(NC(=O)CCc2c(C)n(C)c3cc(-c4ccccc4C)nn3c2=O)c1 | -47.6%[inhibitor] | -2.4 |
| COc1cccc(C2C=C(c3ccc(C)cc3)Nc3c(C(=O)Nc4ccc(F)cc4)cnn32)c1OC (stereo unspecified) | i | -7.1 |
| CC(C)Cn1c(=O)c2ccccc2n2c(CCC(=O)Nc3cccc(Cl)c3)nnc12 | -12.4% | -2.5 |
| COc1ccc(CCNC(=O)CCc2c(C)nc3cc(-c4ccccc4)nn3c2C)cc1OC | 17.5% | 3.0 |
| Cc1cccc(C(=O)Nc2ccccc2C(=O)OCc2cc(=O)n3nc(C4CC4)sc3n2)c1 | -19.3% | 2.0 |
| CCc1ccc(-c2cn3c(n2)sc2cc(C(=O)NC4CCCCCC4)ccc23)cc1 | i | 4.9 |
| COc1ccc(N2CCN(C(=O)c3ccc(Nc4nc5ccccc5n5nnnc45)cc3)CC2)cc1 | ? | -13.3 |

Given with two lines to a compound: part of the list above.
Under each structure: PTHR1 agonist | D3 ag
- CCN(CC)S(=O)(=O)c1ccc(C(=O)NCCSc2c(-c3ccccc3)[nH]c3ccccc23)cc1
    -49.7%[inhibitor] | -4.8
- O=C(c1cccn1-c1nnc(N2CCCCC2)s1)N1CCN(c2ccc(Cl)cc2)CC1
    -42.1%[inhibitor] | -2.2

(more compounds)
| SMILES | PTHR1 agonist | D3 ag |
| --- | --- | --- |
| COc1ccc(CCNC(=O)c2ccc(Cn3c(=O)c4ccccc4n(Cc4ccc(F)cc4Cl)c3=O)cc2)cc1OC | -10.7% | 3.8 |
| COc1cccc(C(=O)N2c3ccc(C)cc3C(C)(c3ccccc3)CC2(C)C)c1 (stereo unspecified) | -25.8% | -4.6 |
| O=C(NCc1ccccc1Cl)c1ccc(-n2cnc3cccnc32)cc1 | i | -3.4 |
| Cc1ccccc1C(=O)Nc1ccc2nc(SCC(=O)N3CCc4ccccc43)sc2c1 | -1.8% | -5.4 |
| Cc1cc(C)cc(NC(=O)CSc2oc(-c3ccccc3)nc2S(=O)(=O)c2ccc(Cl)cc2)c1 | i | 0.1 |
| Cn1c(=O)nc2n(-c3ccc(Br)cc3)c3cccc(Cl)c3cc-2c1=O | -48.7% | 7.7 |
| CCOc1ccc(CNC(=O)c2ccc3c(c2)sc2nc(-c4ccccc4)cn23)cc1 | -4.6% | -13.6 |
| CSc1cccc(NC(=O)C2CCN(c3nc4ccccc4[nH]3)CC2)c1 | i | -16.6 |
| COc1cccc(NC(=O)N(Cc2cn(C)c3ccccc23)C2CCCCCC2)c1 | i | -8.6 |
| CCOC(=O)c1c(-c2ccc(C)cc2)csc1NC(=O)c1cc(=O)c2cc(C)c(C)cc2o1 | -14.4% | -19.2 |
| COc1ccc(NC(=O)CCc2c(C)nc3c(c2C)c(=O)n(C)c(=O)n3C)c(OC)c1 | i | 1.2 |
| Cc1ccc2nc(CN3CCN(S(=O)(=O)c4ccc(C(C)C)cc4)CC3)oc2c1 | -32.4%[inhibitor] | -1.8 |
| CCC(=O)N1CCc2cc(Br)cc(S(=O)(=O)N3CCCC(C(=O)Nc4cccc(F)c4)C3)c21 (stereo unspecified) | -10.9% | -11.8 |
| O=C(NCCc1csc2nc(-c3ccc(F)cc3)nn12)c1ccco1 | i | 0.2 |
| CCOc1ccc(C2c3c(oc4ccc(C)cc4c3=O)C(=O)N2CCCN(C)C)cc1 (stereo unspecified) | 28.3% | 2.4 |

Additional entries:
| SMILES | PTHR1 agonist | D3 ag |
| --- | --- | --- |
| COc1ccc(C2C(=O)N(C3CCCCC3)CC(=O)N2CCc2ccc(C)cc2)cc1OC (stereo unspecified) | i | -16.6 |
| O=C(CSc1nc(-c2ccccc2)[nH]c1-c1ccc(F)cc1)NC1CCCC1 | -21.4% | -18.7 |
| Cc1ccc(CN2CCN(C3CCN(C(=O)c4ccccc4)CC3)C(=O)C2=O)cc1 | -21.8% | 4.1 |
| COc1ccc(OC)c(NC(=O)c2c(NCc3cccs3)sc3c2CCCC3)c1 | -4.9% | 6.2 |
| Cc1c(Cl)cccc1NC(=O)CCS(=O)(=O)c1ccc2c(c1)CC(C)N2C(=O)C1CC1 (stereo unspecified) | -46.1%[inhibitor] | 1.2 |
| O=C(Nc1sc2c(c1C(=O)NCc1ccco1)CCCC2)c1cc(=O)c2ccccc2o1 | -3.3% | 7.5 |
| Cc1noc(/C=C/c2ccccc2F)c1S(=O)(=O)N1CCC(C(=O)NCC(C)c2ccccc2)CC1 (stereo unspecified) | -43.8%[inhibitor] | 0.2 |
| CCOC(=O)c1scc(-c2ccc(C)cc2)c1S(=O)(=O)Nc1cccc(CC)c1 | -4.5% | -8.2 |
| COc1ccc(CCNC(=O)c2nc(-c3ccc(Cl)cc3)n3c2CCCCC3)c(OC)c1 | -11.3% | -2.1 |
| CCOC(=O)c1c(C)oc2nc(C)nc(NCCCN3CCN(c4ccccc4)CC3)c12 | i | 0.7 |
| CCN(CC)CCNC(=O)CN1N=C(c2ccc(OC)cc2)CCC1=O | -18.0% | -8.4 |
| Cc1cc(N2CCC(C)CC2)nc2ccc(NC(=O)/C=C/c3cccc(Cl)c3)cc12 | -10.4% | -1.5 |
| CC(=O)c1cccc(NC(=O)c2noc3c2CC(C)CC3)c1 (stereo unspecified) | -16.4% | 2.2 |
| COc1ccc(OC)c(NS(=O)(=O)c2ccc3[nH]c4c(c3c2)CCCCC4)c1 | i | -4.4 |
| CC1=C(C(=O)Nc2ccc(C)cc2Cl)C2(CCCCC2)OC1=O | -67.3%[inhibitor] | -3.6 |

Continued:
| SMILES | PTHR1 agonist | D3 ag |
| --- | --- | --- |
| CCCSCCCNC(=O)C1CCN(c2nn3cc(-c4ccc(F)cc4)nc3s2)CC1 | -3.8% | 6.6 |
| COc1ccc(NC(=O)Cn2c(=O)n(Cc3nc(-c4ccccc4)no3)c(=O)c3cc4c(cc32)OCO4)cc1Cl | -3.3% | -10.0 |
| Cc1ccc(-c2noc(CNC(=O)c3ccc(C)c(Cl)c3)n2)cc1 | -7.5% | -5.8 |
| CCn1c(=O)c2cc(C(=O)N3CCN(c4cccc(Cl)c4)CC3)sc2c2ccccc21 | -21.7% | 4.8 |
| Cc1oc2ccc(O)c(CN3CCN(C)CC3)c2c1C(=O)Nc1cccc(C(F)(F)F)c1 | -3.1% | -12.5 |
